# Screens (PubChem)
# NR2F2 inh: NR2F2 transcriptional activity inhibitors, primary screen, cell-based, luciferase reporter, HEK293T, luminescence; AID 686940, 2013; hit rate 0.7% among 370,000; HEK293T NGFI-A luciferase reporter; inhibition, % at 8.6 µM;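 active = inhibition above a per-plate cutoff, mean inhibition of test wells between control levels plus 3 SD, cut at about 38% in these data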;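 note: cells cotransfected with COUP-TFII expression vector driving the NGFI-A reporter; 0% = median of COUP-TF2 test wells and 100% = reporter-only cells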
# TROY NFkB inh: inhibitors of TROY-driven NF-kB signaling, primary screen, Q293 LMP1-TROYcd cells, NF-kB luciferase, uHTS | inhibition, % at 10 µM | Q293 LMP1-TROYcd NF-kB luciferase reporter, 4 h | AID 1347056, 2019 | hit rate 0.98% among 360,000;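 active = compounds whose plate-normalised and pattern-corrected inhibition of the luciferase reporter signal at the single screening dose is 50% or more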
# NOD2-RIPK2 inh: NOD2-RIPK2 binding disruptors in cells, primary screen, fluorescence, CHO cells, BLA complementation; Receptor-interacting serine/threonine-protein kinase 2 (Homo sapiens), O43353; CCF4 ratio; inhibition, % at 4.98 µM; hit rate 0.38% among 360,000; in the data active = inhibition above about 21%;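 note: 0% = vehicle only and 100% = reference blocker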
# NCOA3 inh: SRC3 coactivator transcriptional activity inhibitors, primary screen, cell-based, luminescence; AID 588352, 2011; HEK293 GAL4-SRC3 luciferase reporter; Nuclear receptor coactivator 3 (Homo sapiens), Q9Y6Q9; inhibition, % at 3.6 µM; hit rate 0.17% among 360,000;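 active = inhibition above a per-campaign cutoff, the mean of all compounds plus 3 SD, cut at about 60% in these data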;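 note: 0% = DMSO-treated cells and 100% = gossypol-treated cells at 36 µM; higher means less SRC3-driven luciferase light from the GAL4 reporter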
# NCOA2 inhibitor: inhibition of GAL4-SRC2 driven luciferase reporter, primary screen, SRC2 inhibitor project, cell-based, luminescence; AID 651957, 2012; inhibition, % at 9 µM; Nuclear receptor coactivator 2 (Homo sapiens), Q15596; HEK293 GAL4-SRC2 luciferase reporter; hit rate 0.17% among 370,000;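 active = inhibition above the mean inhibition of all tested compounds plus 3 SD, set per campaign, cut at about 52% in these data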;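 note: 0% = DMSO treated cells and 100% = cells given Gossypol at 36 µM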
# SRC1 inh: SRC1 coactivator transcriptional activity inhibitors, primary screen, cell-based, luminescence. HEK293 GAL4-SRC1 luciferase reporter. inhibition, % at 3.6 µM. hit rate 0.12% among 360,000. AID 588354, 2011;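 active = inhibition above the campaign mean plus 3 SD, with each screening campaign given its own cutoff, cut at about 60% in these data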;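 note: 0% = DMSO treated cells and 100% = gossypol at 36 µM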
# Target sequence (Q15788 whole entry, looked up, the tested form may be a part): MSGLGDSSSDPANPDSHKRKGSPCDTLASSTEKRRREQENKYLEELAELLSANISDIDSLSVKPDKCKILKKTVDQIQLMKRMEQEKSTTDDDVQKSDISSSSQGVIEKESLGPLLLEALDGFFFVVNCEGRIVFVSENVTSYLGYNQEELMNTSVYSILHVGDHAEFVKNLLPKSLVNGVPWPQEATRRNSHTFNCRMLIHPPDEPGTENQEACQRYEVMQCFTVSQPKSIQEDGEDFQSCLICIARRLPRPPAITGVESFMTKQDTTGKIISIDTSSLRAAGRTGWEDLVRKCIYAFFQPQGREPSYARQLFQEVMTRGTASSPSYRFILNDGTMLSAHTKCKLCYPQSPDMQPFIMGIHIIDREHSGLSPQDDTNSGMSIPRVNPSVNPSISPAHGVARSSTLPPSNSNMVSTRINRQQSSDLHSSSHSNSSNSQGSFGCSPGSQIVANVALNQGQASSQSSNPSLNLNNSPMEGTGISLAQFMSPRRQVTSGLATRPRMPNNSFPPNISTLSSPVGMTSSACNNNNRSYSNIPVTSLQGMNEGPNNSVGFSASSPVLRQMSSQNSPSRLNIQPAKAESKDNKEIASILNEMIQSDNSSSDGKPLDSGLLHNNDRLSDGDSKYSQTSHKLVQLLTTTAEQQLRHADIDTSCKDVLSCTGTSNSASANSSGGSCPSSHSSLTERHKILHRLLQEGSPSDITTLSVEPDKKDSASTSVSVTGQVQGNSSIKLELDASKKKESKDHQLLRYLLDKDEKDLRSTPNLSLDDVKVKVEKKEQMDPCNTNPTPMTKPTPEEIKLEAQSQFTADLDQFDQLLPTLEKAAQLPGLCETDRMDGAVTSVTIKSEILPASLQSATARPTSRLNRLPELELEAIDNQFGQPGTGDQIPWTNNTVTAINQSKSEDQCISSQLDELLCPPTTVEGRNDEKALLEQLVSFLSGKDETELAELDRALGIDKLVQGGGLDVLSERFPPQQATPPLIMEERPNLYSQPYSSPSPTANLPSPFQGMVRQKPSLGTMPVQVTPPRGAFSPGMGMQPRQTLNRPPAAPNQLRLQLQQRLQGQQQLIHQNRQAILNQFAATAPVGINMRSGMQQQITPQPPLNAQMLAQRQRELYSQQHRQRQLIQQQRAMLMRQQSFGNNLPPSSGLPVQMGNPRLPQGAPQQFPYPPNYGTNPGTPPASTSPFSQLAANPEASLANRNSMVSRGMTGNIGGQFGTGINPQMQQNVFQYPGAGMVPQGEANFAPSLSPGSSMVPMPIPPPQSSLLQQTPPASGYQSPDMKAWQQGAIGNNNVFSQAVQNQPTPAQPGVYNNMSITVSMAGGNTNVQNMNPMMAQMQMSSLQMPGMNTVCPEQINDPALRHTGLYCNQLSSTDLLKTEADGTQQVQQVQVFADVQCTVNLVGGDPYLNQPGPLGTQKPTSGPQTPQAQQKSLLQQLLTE
# LRH-1 inv ag: LRH-1 (NR5A2) inverse agonists, primary screen, cell-based, luminescence, HEK293T, StAR-luciferase reporter. Nuclear receptor subfamily 5 group A member 2 (Homo sapiens), O00482. LRH-1 transfected, 24 h. inhibition, % at 3.6 µM. hit rate 0.13% among 360,000. AID 602396, 2012;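 active = inhibition above the mean inhibition of all tested compounds plus 3 SD, cut at about 73% in these data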;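 note: 0% = DMSO wells and 100% = reporter-only cells lacking LRH-1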
# Vif imaging: HIV Vif self-association inhibitors, primary screen, imaging, HEK293T, single point; inhibition, % at 7.49 µM; hit rate 0.35% among 340,000; AID 602346, 2012; HEK293T cells, Vif self-association by quenched fluorescence, 24 h; in the data active = inhibition above about 50%, passing the limit was not always enough; note: some results filed as inactive read as strong as hits
# EBV LMP1 NFkB: EBV LMP1-driven NF-kappaB luciferase reporter inhibitors, primary screen, cell-based, luminescence, single point; LMP1-induced NF-kappaB luciferase reporter cells; inhibition, % at 12.5 µM; hit rate 0.69% among 350,000; in the data active = inhibition above about 41%;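 note: 0% = neutral control wells and 100% = reference inhibitor control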
# C8 TRAIL sens: viability loss with TRAIL in NB7+C8 cells, primary screen, TRAIL sensitizer project, cell-based, ATPlite luminescence; hit rate 1% among 360,000; inhibition (viability loss, TRAIL sensitization), % at 10 µM; AID 624354, 2012;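 active = compounds causing at least 50% loss of cell viability in the single-dose screen, relative to plate controls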
# TLR9-MyD88 block: inhibitors of TLR9-MyD88 association in cells, primary screen, cell-based, CHO, BLA complementation, fluorescence. CCF4 FRET ratio. Toll-like receptor 9 (Homo sapiens) + Myeloid differentiation primary response protein …. hit rate 0.21% among 340,000. inhibition, % at 4.98 µM;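 active = inhibition above the mean over all tested compounds plus 3 SD, cut at about 21% in these data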;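 note: 0% = DMSO only wells and 100% = clavulanate BLA inhibitor control wells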
# * = called active by the depositor; nt = not tested or not shown.
SMILES,NR2F2 inh,TROY NFkB inh,NOD2-RIPK2 inh,NCOA3 inh,NCOA2 inhibitor,SRC1 inh,LRH-1 inv ag,Vif imaging,EBV LMP1 NFkB,C8 TRAIL sens,TLR9-MyD88 block
O=C(c1[nH]c(C(F)(F)F)nc1-c1ccccc1)N1CCC(C(O)(c2ccccc2)c2ccccc2)CC1,0,-8,2,-5,12,15,4,0,nt,-12,nt
CC(=O)c1ccc(N2CCCCCC2)c(F)c1,1,-35,-1,-6,-5,-11,-20,5,-1,-24,2
O=C(CCCOc1ccc(Cl)cc1Cl)Nc1ccncc1,22,-16,-6,22,21,-1,28,-7,3,8,4
CCOC(=O)C1=C(C)N(C)C(=O)C1CC(=O)O (centres undefined),7,-8,-14,4,3,5,-11,-7,3,-13,7
CC1CN(CCc2ccccc2)c2nc3c(c(=O)[nH]c(=O)n3C)n2C1 (centres undefined),8,4,-3,20,-2,-22,9,2,0,1,-9
NC(=O)N/N=C\c1cc(Br)ccc1O,-26,26,5,-1,-4,-7,18,0,-1,-3,-6
CCCC(C)NC(=O)COC(=O)c1ccc(Cl)c(S(N)(=O)=O)c1 (centres undefined),0,-27,12,6,-14,5,6,0,-7,-2,-7
C/C(=N\O)c1ccc2c3c([nH]c2c1)CCCC3,-17,-37,-9,-58,-40,-36,-105,nt,-8,-6,2
CC1(C)C(C=C(Cl)Cl)C1C(=O)N(Cc1ccc(Cl)cc1)C1CCS(=O)(=O)C1 (centres undefined),9,10,14,14,-18,9,7,-8,3,8,-8
COc1cc(C#Cc2c(-c3cncn3C)n(C)c3ccc(-c4ccc(OC)nc4)cc23)cc(OC)c1,3,3,-5,4,35,-3,5,4,-15,26,11
CCc1nn(C(CC)C(=O)NCc2cccc(OC)c2)c(=O)c2cc3occc3n12 (centres undefined),-6,-9,-8,15,9,-26,11,9,0,-11,7
Cc1cc(-c2cccc([N+](=O)[O-])c2)nc2ccccc12,7,10,7,8,4,-31,6,0,0,1,-10

# A different layout for two compounds above.
# Results follow in this order: NR2F2 inh	TROY NFkB inh	NOD2-RIPK2 inh	NCOA3 inh	NCOA2 inhibitor	SRC1 inh	LRH-1 inv ag	Vif imaging	EBV LMP1 NFkB	C8 TRAIL sens	TLR9-MyD88 block
- CC1CN(CCc2ccccc2)c2nc3c(c(=O)[nH]c(=O)n3C)n2C1 (centres undefined)
  8	4	-3	20	-2	-22	9	2	0	1	-9
- NC(=O)N/N=C\c1cc(Br)ccc1O
  -26	26	5	-1	-4	-7	18	0	-1	-3	-6

# Continuation:
SMILES,NR2F2 inh,TROY NFkB inh,NOD2-RIPK2 inh,NCOA3 inh,NCOA2 inhibitor,SRC1 inh,LRH-1 inv ag,Vif imaging,EBV LMP1 NFkB,C8 TRAIL sens,TLR9-MyD88 block
CS(=O)(=O)N(CCc1ccccc1)CC(=O)NCC1CCCO1 (centres undefined),-8,2,-3,13,10,6,-2,-4,1,-5,4
O=C1c2cccc3c([N+](=O)[O-])ccc(c23)C(=O)N1c1ccc(Cl)cn1,12,62*,85*,-18,-20,-65,12,-2,9,39,73*
COC(=O)c1[nH]nc2c1C(=O)N(C1CCCCC1)C2=O,-13,-30,-11,16,-24,10,3,-3,-6,6,-3
CCOC(=O)CCCCC(=O)c1[nH]c(=O)[nH]c1CSCCO,3,12,-4,-1,0,12,-2,7,7,1,1
CC1CCc2cc(F)ccc2N1C(=O)c1ccc2c(c1)OCO2 (centres undefined),-1,-1,-9,1,-23,3,8,2,19,0,-1
O=C(c1ccccc1)C1C(=O)c2ccccc2C1=O,-1,8,0,23,-1,-15,3,nt,-6,13,-2
COCCSc1nnc(NC(=O)C(C)(C)C)s1,-35,-30,-6,-101,-31,-80,-83,nt,0,5,-7
O=C(OCCCN1CCCC1)C1(c2ccccc2)CCCC1,8,14,-9,4,-26,10,-1,9,5,-2,7
O=C1NN(c2ccc(Cl)cc2)C(=O)/C1=C\c1ccc(-c2cccc(C(=O)O)c2)o1,-7,-58,-2,-16,-2,-23,-31,-1,-30,-10,-7
Fc1ccc(-c2nn(-c3ccccc3)cc2CNCc2ccccc2)cc1,8,-10,-5,-7,2,6,-19,3,-9,-9,nt
CCN(c1ccccc1)S(=O)(=O)c1ccc(Cl)c(NC(=O)CSc2nncs2)c1,9,9,12,17,-10,-17,-2,-3,-4,12,0
COc1ccc(CN2CCS(=O)(=O)CC2)cc1OC,5,16,0,10,-4,-23,-8,2,0,-11,-2
Cc1cc(S(=O)(=O)Nc2noc3ccccc23)ccc1F,6,-10,-2,-14,4,-2,-9,0,0,-34,-4
CCO[C@H]1OC(C(=O)N2CCCCCCC2)=C[C@@H](c2csc3ccccc23)[C@@H]1CCCO,-8,-2,8,-18,3,18,10,-5,0,-8,5
COc1ccc(Cl)cc1-c1cc(C(=O)N[C@H](C)c2ccccc2)[nH]n1,10,-1,-4,-24,-3,-3,-1,10,nt,4,nt
Cc1ccc(NC(=S)NC2CCCC2)cc1C,-17,-53,-3,-32,-23,-18,-29,-1,-5,-7,1
COc1ccc(NC(=O)CN(Cc2ccco2)Cc2ccco2)cc1S(=O)(=O)N1CCCCC1,5,-2,-6,26,3,-9,-14,-1,3,-11,-4
COc1cc(OC)c(NC(C)C(=O)N2CCCC2)cc1Cl (centres undefined),-6,2,3,2,31,-15,-6,-3,1,-17,6
O=C(c1cccs1)N1CCN=C1SCc1ccccc1F,-6,-8,10,3,8,3,-7,-2,4,3,12
CCc1ccc(C(=O)NNC(=O)[C@H](C)NC(=O)c2ccco2)cc1,-18,6,-6,-4,5,-4,13,4,-1,-5,0
CCOc1ccc(C2CC(c3cccc(C)c3)n3ncnc3N2)cc1 (centres undefined),8,-26,-4,6,-8,12,7,10,-2,1,-12
Cc1ccccc1NC(=O)c1ccc(F)c(S(=O)(=O)NCC2CCCO2)c1 (centres undefined),15,8,2,-2,5,10,15,1,8,1,5
COc1ccc([C@H]2CC(=O)C[C@@H](CCn3cc(CCc4ccccc4)nn3)O2)cc1,12,2,3,nt,-9,nt,-28,nt,nt,-7,nt
COCCNCCCOc1ccc(C(C)(C)c2ccccc2)cc1,9,6,13,12,1,11,2,8,-9,2,-12
COC(=O)c1ccc(OCC(=O)Nc2ccccc2C(=O)NC2CC2)cc1,5,-1,8,-5,-4,-4,0,25,5,8,7
CCN(CC)C(=S)NC(=O)Cc1ccccc1,-3,22,-16,12,-16,-3,5,-5,-2,-2,-8
CCC1(CC)C(=O)NC(=O)NC1=Nc1cccc(OC)c1,-20,0,1,-5,-15,5,-13,13,-2,-8,-11
Cc1ccccc1N(CC(=O)N/N=C/c1ccc(N(C)C)cc1)C(=O)c1ccccc1,-1,-1,3,-14,-27,-23,-5,-3,-11,17,4
O=C(NCC(c1ccco1)N1CCc2ccccc2C1)c1ccc(Br)cc1 (centres undefined),16,-26,-2,6,-44,-15,-15,11,-4,-6,2
COC(=O)/C=C\C(=O)Nc1cccc([N+](=O)[O-])c1,4,5,-2,-8,3,-4,-7,1,-3,49,14
Cc1ccc(COC(=O)CN2C(=O)NC3(CCCC3)C2=O)cc1,-8,6,-16,-7,8,-6,7,-1,-9,-10,4
CC(=O)N1CCN(CC(=O)Nc2c(Cl)cccc2Cl)CC1,3,5,-1,9,7,-2,-8,1,-2,-9,-8
CCN(CC(=O)Nc1ccc(NC(C)=O)cc1)C(=O)/C=C/c1c(C)nn(-c2ccc(F)cc2)c1Cl,10,5,-3,16,2,11,-12,-9,-1,0,-9
NC(=Nc1ccc(Br)cc1)c1ccccc1,9,-19,3,-39,-49,-37,-40,-1,-7,7,-1
Cc1cc(Nc2ccc(C)c(C)c2)n2nc(C)nc2n1,-4,-6,-7,-2,5,10,14,5,9,2,3
Cc1cc(NC(=O)C2CCCCC2C(=O)O)ccc1NC(=O)c1ccccc1 (centres undefined),-10,12,5,-22,1,16,0,7,-4,11,-10
Cc1ccccc1-c1nc(CS(=O)CC(=O)NCc2ccc3c(c2)OCO3)c(C)o1 (centres undefined),18,18,-6,-2,-9,7,-2,-25,1,16,-2
Cc1ccc(C(=O)N/N=C\c2ccccn2)cn1,-12,-60,1,2,-24,-27,8,-12,-13,13,0
O=C(CCNC(=O)C1CCN(S(=O)(=O)c2ccccc2)CC1)NCc1ccc(Cl)c(Cl)c1,8,15,-20,-4,-7,-22,3,-4,-1,5,-7
COc1ccc(N(CC(=O)N/N=C(\C)c2ccccc2)S(=O)(=O)c2ccccc2)cc1,1,-9,-5,9,9,-1,-2,3,-2,-9,-12
Cc1ccccc1NC(=S)NCC1CCN(C(C)c2ccccc2)C1 (centres undefined),2,5,6,11,4,10,3,-3,-20,-3,-2
CN(C)C(CNC(=O)c1cccc(S(=O)(=O)Nc2ccc(Br)cc2)c1)c1ccco1 (centres undefined),-5,-5,2,9,2,-6,-2,0,-2,9,1
CC1CCCCC1NC(=O)CCn1c(=S)[nH]c2ccccc2c1=O (centres undefined),0,-4,2,-16,10,-14,-15,-7,-1,-8,-3
O=C(O)c1cnn(-c2nc(-c3ccc(Cl)c(Cl)c3)cs2)c1C(F)(F)F,-16,-4,-1,-41,-24,-19,-26,-1,-111,-3,-7
NCc1cc2c3c(c1)CCCN3CCC2,4,2,-8,3,1,-60,-11,-17,-2,-27,-6
CC(C)CCn1c(O)c(N=Nc2ccccn2)c2ccccc21,-14,8,6,12,-2,-1,-13,-1,-8,16,4
COc1ccc(CNC(=O)CCc2cc(OC)c(OC)c(OC)c2)cc1,-13,5,-5,9,3,14,9,7,-3,-15,-18
COc1ccccc1C(CNC(=O)C1CCN(C(=O)Nc2ccccc2)CC1)N1CCCC1 (centres undefined),-1,-1,0,16,-31,-6,4,-4,-5,-7,6
O=C(CN1C(=O)NC2(CCCCC2)C1=O)N1CCN(S(=O)(=O)/C=C/c2ccccc2)CC1,-9,-8,-10,3,0,-5,-4,-2,-10,-12,3
CCOc1c(Br)cc(C(N)=O)cc1OC,2,1,-9,26,20,15,-3,-2,-3,-9,0
O=C(Nc1ccc(F)cc1)c1cc2cc(Cl)ccc2[nH]1,-8,-35,-7,-6,-8,-27,-29,-11,-20,30,-3
Cc1ccc(C(=O)N2CCN(c3cccc(C)c3C)CC2)o1,4,-13,0,-17,16,-16,-10,4,-11,14,-10
Cc1c(-n2c(SCC(=O)O)nnc2-c2ccccc2Cl)c(=O)n(-c2ccccc2)n1C,-23,-14,-1,-26,-5,-1,17,-3,12,24,-7
COc1ccccc1N1C(=O)c2cccc3c(Cl)ccc(c23)C1=O,14,-6,5,-11,-13,-10,9,0,-25,-20,-1
CCOc1ccc(-n2c(SCC(=O)N3CCC(C(=O)O)CC3)nc3ccccc3c2=O)cc1,-2,-23,2,0,-39,-3,-2,-3,-4,9,0

# An excerpt (hit frequency here may not be typical).
